SK-BR-3 tox 24h: SK-BR-3 proliferation inhibitors, primary screen, cell-based, human, 24 h | SK-BR-3 viability, CellTiter-Glo ATP luminescence; active compounds read low | viability, % at 10 µM | 41,000 compounds, 0.47% hits;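 active = viability at or below the median of all test compounds minus 3 SD, in both replicates if run twice, cut at about 45% in these data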;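 note: 100% = median untreated cell wells and 0% = median positive control drug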
The depositor's hits bear a star.

Sample of the layout, 7 compounds:
SMILES	SK-BR-3 tox 24h
COc1ccc(/C=C(/C#N)c2cccnc2)cc1OC	103.9
CC(=O)c1cc(C#N)c(SCC(=O)OC(C)(C)C)nc1C	90.2
COCCCNC(=O)C1CCCN(C(=O)Nc2ccc(OC)cc2)C1 (stereo not drawn)	103.0
COc1cc(C)nc(NS(=O)(=O)c2ccccc2)n1	97.9
CC(C)C(C(=O)Nc1cccnc1)N1C(=O)c2ccccc2C1=O (stereo not drawn)	97.5
COC(=O)c1[nH]c2cc(OC)c(OC)cc2c1NC(=O)CN1CCN(Cc2ccccc2)CC1	63.2
COc1ccc(CC(=O)Nc2cccc(-c3nnc(-c4ccco4)o3)c2)cc1	103.4

The listing, from the start:
SMILES	SK-BR-3 tox 24h
COc1ccc(/C=C(/C#N)c2cccnc2)cc1OC	103.9
CC(=O)c1cc(C#N)c(SCC(=O)OC(C)(C)C)nc1C	90.2
COCCCNC(=O)C1CCCN(C(=O)Nc2ccc(OC)cc2)C1 (stereo not drawn)	103.0
COc1cc(C)nc(NS(=O)(=O)c2ccccc2)n1	97.9
CC(C)C(C(=O)Nc1cccnc1)N1C(=O)c2ccccc2C1=O (stereo not drawn)	97.5
COC(=O)c1[nH]c2cc(OC)c(OC)cc2c1NC(=O)CN1CCN(Cc2ccccc2)CC1	63.2
COc1ccc(CC(=O)Nc2cccc(-c3nnc(-c4ccco4)o3)c2)cc1	103.4
FC(F)(F)c1cc(-c2ccccc2)nc(NCC2CCCO2)n1 (stereo not drawn)	86.2
Cc1nn(-c2ccccc2)c2c1C(=O)NC(=O)C(C)(C)C2	84.9
OC1CCN(c2c3c(nc4cc(-c5cccc(F)c5)nn24)CCCC3)CC1	97.5
CCC(Oc1ccccc1)C(=O)NCc1cccnc1 (stereo not drawn)	99.5
Cc1cccc(N(C(=O)c2cnc3n(c2=O)CCS3)C2CCCCC2)c1	98.9
CCN(CC)S(=O)(=O)c1csc(C(=O)NC2CCCCC2)c1	93.5
Cc1cccc(NC(=O)CN(C)S(=O)(=O)c2ccc(Cl)cc2)n1	95.6
CCOC(=O)c1cnc(-n2nc(C)cc2C)nc1Nc1ccc(N(C)C)cc1	94.7
C[C@@H](NC(=O)c1coc(=O)c(Br)c1)c1ccccc1	107.3
CCCCOc1[nH]c2nc(-c3ccco3)n(Cc3ccco3)c(=N)c2c1C#N	87.0
CC(C)C(=O)Nc1cccc(NC(=O)CCN2C(=O)c3ccccc3S2(=O)=O)c1	102.9
CCOC(=O)Cc1csc(NC(=O)CSc2nnnn2-c2ccc(CC)cc2)n1	86.2
O=C(Nc1ccc2c(c1)OCO2)N1CCN(c2cccc(C(F)(F)F)c2)CC1	95.0
COc1ccccc1C1C=C(c2ccc(Cl)cc2)Nc2nc(NS(C)(=O)=O)nn21 (stereo not drawn)	79.6
COc1cc2c(cc1NC(=O)c1ccco1)CCCC2	104.7
Cc1[nH]c2ccccc2c1/C=N/n1cnnc1	87.6
Cc1cccc(NC(=O)CS(=O)(=O)c2cn(C)c3ccccc23)c1C	81.6
Cc1sc2nc(N)sc2c1C	108.7

Brought forward from above: 3 entries; new compounds follow.
SMILES	SK-BR-3 tox 24h
Cc1[nH]c2ccccc2c1/C=N/n1cnnc1	87.6
Cc1cccc(NC(=O)CS(=O)(=O)c2cn(C)c3ccccc23)c1C	81.6
Cc1sc2nc(N)sc2c1C	108.7
O=C(NC1CCS(=O)(=O)C1)c1ccccc1C(=O)c1ccccc1 (stereo not drawn)	112.0
O=C(COC(=O)C1CCN(S(=O)(=O)c2cccs2)CC1)c1ccc2c(c1)OCCO2	80.6
Cc1ccc(OCCSc2cc(C)nc(N)n2)cc1	104.0
CCCSc1nc(N)c2c3c(sc2n1)CN(C)CC3	70.8
Cc1cccc2c(=O)c(C(=O)N3CCCCCC3)c[nH]c12	68.0
O=C(c1cnn(-c2nc3ccccc3s2)c1)c1ccccc1O	80.8
COc1ccccc1N1CCN(C(=O)CSc2nnc(-c3ccoc3C)o2)CC1	76.9
Cc1ccc(-c2ccc(CCC(=O)O)n2CC(=O)O)cc1	92.3
COc1ccc(CNC(=O)c2cc3c(=O)n4ccccc4nc3n(CC3CCCO3)c2=N)cc1 (stereo not drawn)	62.2
C=C1CC(C)OC(c2ccccc2OCC(O)CN2CCCCC2)C1 (stereo not drawn)	78.4
CCOC(=O)c1ccc(NC(=O)c2cc(S(=O)(=O)N3CCOCC3)ccc2O)cc1	81.6
COCCN1C(=O)C(O)=C(C(C)=O)C1c1ccc(OC)c(OC)c1 (stereo not drawn)	108.5
CCn1c(SCC(=O)Nc2nc3ccccc3s2)nc2c(c1=O)SC(C)C2 (stereo not drawn)	89.8
Cc1ccc2cc(CN(CC3CCCO3)C(=O)c3ccco3)c(=O)[nH]c2c1C (stereo not drawn)	84.3
COC(=O)c1cc(C(=O)OC)cc(N2C(=O)CC(N3CCN(c4ccccc4)CC3)C2=O)c1 (stereo not drawn)	89.6
O=C(NCc1ccco1)C(c1ccccc1F)N(CC1CCCO1)C(=O)Cn1nnc2ccccc21 (stereo not drawn)	113.2
Cc1c2c(n3c(nc4ccccc43)c1C#N)N(Cc1cccnc1)CC2	82.6
CCOc1ccc(OCCCCN(C)C)cc1	104.8
CCOC(=O)Cc1cc(=O)n2[nH]c(C)c(-c3ccc(OC)cc3)c2n1	85.5
CCOC(=O)C(C)Sc1nc2c(c(=O)[nH]c(=O)n2C)n1CCc1ccccc1 (stereo not drawn)	60.8
CCOC(=O)CSc1nnc(CNc2cccc(Cl)c2)n1-c1ccccc1	89.0
Cc1ccc(S(=O)(=O)NC(C)C(=O)Nc2ccc(C(N)=O)cc2)cc1 (stereo not drawn)	91.2
c1ccc2sc(N3CN(CCN4CCOCC4)CN(c4nc5ccccc5s4)C3)nc2c1	93.5
CS(=O)(=O)Nc1ccc(-c2n[nH]c(=S)n2-c2ccccc2)cc1	89.5
Cc1ccc(C(=O)O)cc1S(=O)(=O)N1CCOCC1	93.1
Next compounds follow:
SMILES	SK-BR-3 tox 24h
COc1ccccc1N(CN1C(=O)c2ccccc2C1=O)C(=O)c1cccnc1	96.9
COCCNC(=O)CN(C(=O)Cn1nnc2ccccc21)c1ccc(F)c(Cl)c1	81.1
CSCCC1NC2(C(=O)Nc3c2ccc(Cl)c3C)[C@@H]2C(=O)N(C3CCCC3)C(=O)[C@H]12 (stereo partly drawn)	75.5
COc1ccc(CN(C(=O)CN2C(=O)COc3ccccc32)C2CCCC2)c(OC)c1	116.0
Cc1c(C)[n+](=O)c(-c2ccc(F)cc2)c(C)n1[O-]	78.5
O=C1C2ON(c3ccccc3)C(c3cccnc3)C2C(=O)N1c1ccc(Cl)c(Cl)c1 (stereo not drawn)	109.0
OC(COc1ccc2cc(Br)ccc2c1)CN1CCN(c2ccccn2)CC1 (stereo not drawn)	81.0
O=c1oc2ccccc2n1CSc1nc2ccccc2s1	85.1
CCN(CC)CCCN1C(=O)C(O)=C(C(=O)c2cc3cccc(OC)c3o2)C1c1ccncc1 (stereo not drawn)	96.3
CCN(C(=O)c1cn(C)c(=O)c2cc(OC)c(OC)cc12)c1cc(C)ccc1C	82.5
Cc1cc(N2CCN(c3cccc(C(F)(F)F)c3)CC2)n2ncnc2n1	68.9
CC(=O)OCc1c(COC(C)=O)[n+](=O)c2ccccc2n1[O-]	85.0
COC(=O)Nc1sc2c(c1C(=O)NCc1ccco1)CCC2	61.7
O=C1CC(O)(C(F)F)Oc2ccc3ccccc3c21 (stereo not drawn)	88.9
CC1Cc2cc(-c3csc(NC(=O)Cc4cccs4)n3)ccc2N1S(C)(=O)=O (stereo not drawn)	118.0
C=CCOc1nc2c(c(=O)n(C)c(=O)n2C)n1Cc1ccc(Cl)cc1	82.9
N#Cc1nc(-c2cccs2)oc1N1CCN(Cc2ccccc2)CC1	90.0
CC(CC(=O)O)CC(=O)Nc1ccccc1C(=O)O (stereo not drawn)	102.8
COCCCn1c(SCC(=O)n2c(C)c(C)c3ccccc32)nnc1-c1ccoc1C	74.2
COc1ccc(C2N(C(=O)CN3CCOCC3)CCN2S(=O)(=O)c2ccccc2)cc1 (stereo not drawn)	110.0
COC(=O)c1ccc(N/C(C)=C/C(=O)c2ccc(C)o2)cc1	124.5
Cc1ccc2c(c1)N(CCC(=O)NCc1ccccn1)C(=O)CO2	85.4
CC(=O)Nc1nc2c(ncn2COCCOC(C)=O)c(=O)[nH]1	84.7
CC1(C)CC(=O)C=C(NCc2ccco2)C1	70.9
Cc1ccc(S(=O)(=O)NC2(C(F)(F)F)C(=O)Nc3c2c(=O)n(C)c(=O)n3C)cc1 (stereo not drawn)	79.9
The results go on.
SMILES	SK-BR-3 tox 24h
CCCCOc1ccccc1Cn1c(=O)oc2ccc(C)cc21	83.5
CCOC(=O)N1CCC(NC(=O)c2cc(-c3ccc(F)cc3)[nH]c2C)CC1	82.9
Fc1cccc2sc(Nc3nnc(-c4ccco4)o3)nc12	107.2
Cc1ccc(C(C)NC(=O)c2ccco2)cc1C (stereo not drawn)	85.2
CC1COC(c2cccn2Cc2ccccc2Cl)=N1 (stereo not drawn)	96.8
COCCCn1c(C2CCCCC2)nc2oc3cc(OC)ccc3c(=O)c2c1=O	90.4
COc1cccc(C2C(C(N)=O)=C(C)Nc3nc(-c4cccc(Cl)c4)nn32)c1 (stereo not drawn)	74.8
O=C(Nc1ccc(NC(=O)C2CCCCC2)cn1)c1ccco1	90.0
Cc1ccc(Cn2ccc(NC(=O)c3noc4c3CCCC4)n2)cc1	78.7
CCc1nnc(SCc2ccc(C(=O)OC)o2)n1N	105.6
O=C(CCCCCn1c(=O)[nH]c2ccsc2c1=O)NCc1cccs1	109.8
CCCn1c(-c2cccs2)nc2ccccc21	76.7
Cc1c(C(=O)NCc2cccs2)oc2ccccc12	73.8
CCSc1nnc(NC(=O)c2cc(C)oc2C)s1	85.5
COc1cccc(C2C(C#N)=C(N)Oc3cc(C)[nH]c(=O)c32)c1OC (stereo not drawn)	95.4
C=CCn1c(Cc2cccs2)nnc1SCC(=O)Nc1ccc(C(=O)OCC)cc1	66.3
O=c1c(-c2ccc(Cl)cc2)[n+]([O-])c2ccccc2n1O	71.3
CCCC(=O)Nc1ncnc2c1ncn2[C@@H]1O[C@@H]2COP(=O)(O)O[C@H]2[C@H]1OC(=O)CCC	106.0
COc1ccccc1C(=O)Nc1ccccc1C(=O)N1CCCC1	101.4
CCCCCn1c(SCCN2CCOCC2)nc2c1c(=O)[nH]c(=O)n2C	80.0
CC(C)OC(=O)CCc1nc2ccccc2[nH]c1=O	91.5
Cc1onc(-c2ccccc2Cl)c1C(=O)OCN1C(=O)c2ccccc2C1=O	75.8
O=C(NC1(C(F)(F)F)N=C2SCCN2C1=O)C1CCCCC1 (stereo not drawn)	112.7
COc1ccc(C(=O)COC(=O)c2ccco2)cc1	110.5
CC(=O)C1=C(O)CCC1=N	91.0
(continued)
SMILES	SK-BR-3 tox 24h
COC(=O)Cn1c2ccc(F)cc2c2nc(C)sc21	100.4
CCOc1cccc(-c2nn3c(-c4cc(C)[nH]n4)nnc3s2)c1	86.9
COc1ccccc1NC(=O)Cn1nnc(-c2ccccc2NC(=O)c2ccco2)n1	83.0
Cc1c(NC(=O)c2ccc(COc3ccc4ccccc4c3)o2)c(=O)n(-c2ccccc2)n1C	81.7
CC(C)c1nnc(NC(=O)CCC(=O)NCc2ccc3c(c2)OCO3)s1	95.9
Cn1c(=O)c2c(nc(CN3CCN(c4ccccc4)CC3)n2CCCc2ccccc2)n(C)c1=O	72.9
CCOc1cc(C(=O)Nc2ccc(S(=O)(=O)Nc3cc(C)on3)cc2)cc(OCC)c1OCC	73.3
CCn1c(SCc2nc3cc(OC)c(OC)cc3c(=O)[nH]2)nnc1-c1ccncc1	116.0
COC(=O)C1(C(F)(F)F)N=C(N(C)C)OC(N(C)C)=N1	66.7
Cc1ccc(O)c(N=CC2=C(O)c3ccccc3C2=O)c1	96.2
Cc1c(N2C(=O)SC(CC(=O)O)C2=O)c(=O)n(-c2ccccc2)n1C (stereo not drawn)	98.6
Cc1ccc(C)n1C(Cc1ccccc1)C(=O)O (stereo not drawn)	104.4
CC1=C(C(=O)Nc2ccccc2)C(c2ccc(N(C)C)cc2)NC(=O)N1 (stereo not drawn)	87.9
CCOC(=O)C(C)(C)C(=O)C(C)(C)C(O)c1ccccn1 (stereo not drawn)	88.2
Clc1ccc(-n2ncc3c(NCc4ccccn4)ncnc32)cc1	87.6
CN(C)c1ccc(/C=[N+](\[O-])C2SC(=S)N(C)C2(C)C)cc1 (stereo not drawn)	98.8
Cc1ccc(-c2cc(C(=O)NCc3ccccn3)no2)cc1	82.3
CC(=O)NC(Cc1ccccc1)C(=O)N1CCN(C(=O)c2ccco2)CC1 (stereo not drawn)	94.7
CCOc1ccc(OCC)c(NC(=O)CN(c2ccc(C)cc2)S(=O)(=O)c2c(C)noc2C)c1	79.6
Cc1cccc(C)c1NC(=O)Cn1nnc(-c2ccc(N3CCOCC3)cc2)n1	83.9
CCOC(=O)C(NC(=O)c1ccccc1)(N1CCCC1=O)C(F)(F)F (stereo not drawn)	101.1
O=C(CCC(=O)N1CCN(C2CCCCC2)CC1)Nc1nnc(C(F)(F)F)s1	89.6
O=C(COc1ccc(S(=O)(=O)NC2CCCC2)cc1)N1CCCCCC1	102.6
CCCc1[nH]nc2c1C(c1cccc(OC(=O)c3ccco3)c1)C(C#N)=C(N)O2 (stereo not drawn)	69.2
COc1cccc(C(=O)N2CCN(C3CCC(c4ccccc4)CC3)CC2)c1 (stereo not drawn)	84.8
(next part)
SMILES	SK-BR-3 tox 24h
CN1CCN(c2oc(-c3cccs3)nc2S(=O)(=O)c2ccccc2)CC1	97.2
Cc1ccc2nc(NC(=O)CCNS(=O)(=O)c3cccs3)sc2c1	85.6
CCOC(=O)Cn1cc(C(=O)c2ccco2)c2ccccc21	84.5
Cc1ccc(-c2nn(C)c(=O)c3ccccc23)cc1CN1CCOCC1	93.8
O=C(c1ccc(NS(=O)(=O)c2ccccc2)cc1)N1CCN(Cc2ccc3c(c2)OCO3)CC1	91.1
CCOC(=O)c1sc(NC(=O)CSc2ncn(-c3ccccc3)n2)nc1C	86.5

Reformatted as labelled records: two of the compounds above
> Cc1ccc2c(c1)N(CCC(=O)NCc1ccccn1)C(=O)CO2
  SK-BR-3 tox 24h = 85.4
> CC(=O)Nc1nc2c(ncn2COCCOC(C)=O)c(=O)[nH]1
  SK-BR-3 tox 24h = 84.7

Bioassay records: PubChem BioAssay, SRMLSC

Some of the compounds tested; rates above refer to the full screens.
